HCMV inh = qHTS Assay for inhibitors of the human cytomegalovirus (HCMV). HFF cells, HCMV-luciferase reporter, 72 h; stronger effect = lower value. activity change, negative = inhibition, % at 57.5 µM. actives 4.5% (n = 410,000); in the data active = activity change below about -60%; inconclusive = no clear call, values can overlap the other calls; inactive = above about -39%; also: % is scaled to controls: 0 for no effect and ±100 for the full control effect
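Steps: HFFs plated, 16 h 37C; compounds added; HCMV-luciferase added to MOI 1 PFU/cell; 72 h 37C; OneGlo reagent, 5 min room temperature; luminescence read, normalized to controls.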
AmpC no deterg = qHTS Inhibitors of AmpC Beta-Lactamase (assay without detergent); AmpC nitrocefin hydrolysis, absorbance 480 nm, 0.0001% Triton; actives 0.52% (n = 330,000); AID 485341, 2010; P00811; Potency, µM (series often up to 57.1 µM), without a hit: at the top dose activity change, negative = inhibition, hits mostly inhibitors;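 also: potency is read from the fitted curve at half-maximal effect; plate controls were no compound for no effect and no enzyme for full effect; nearly all actives have a fitted effect of over 20% in size; some results filed as inactive show a strong effect at the top dose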
Target sequence (P00811 whole entry, looked up): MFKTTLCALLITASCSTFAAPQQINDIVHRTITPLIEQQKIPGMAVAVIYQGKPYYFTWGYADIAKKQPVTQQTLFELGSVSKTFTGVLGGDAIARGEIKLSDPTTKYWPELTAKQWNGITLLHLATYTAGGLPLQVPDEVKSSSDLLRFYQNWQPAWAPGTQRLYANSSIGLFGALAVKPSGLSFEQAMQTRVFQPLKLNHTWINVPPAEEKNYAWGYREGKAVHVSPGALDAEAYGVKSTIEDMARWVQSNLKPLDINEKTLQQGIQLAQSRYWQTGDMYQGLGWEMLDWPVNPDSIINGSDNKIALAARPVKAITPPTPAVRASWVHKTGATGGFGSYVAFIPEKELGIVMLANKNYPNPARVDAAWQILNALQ
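20 mM phosphate pH 7.0 + 0.01% (detergent screen) or 0.0001% Triton X-100; 5.3 nM AmpC reagent; cpd preinc 15 min RT; nitrocefin (800 uM stock) to start; A480 q20 s × 4 min; Activity was normalised to no-enzyme and no-compound control wells.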
CHX counter = Cycloheximide Counterscreen for Small Molecule Inhibitors of Shiga Toxin; max response, %; actives 12% (n = 300,000); cell reporter, cycloheximide protein synthesis inhibition counterscreen; in the data active = max response mostly above about 13%, no sharp cut-off; inactive = mostly below about 14%; also: read at 38.3 µM for the half of the compounds with a filed dose; 0% is about no effect
Giardia FBPA inh = qHTS Assay for Inhibitors of Fructose-1,6-bisphosphate Aldolase from Giardia Lamblia; purified Giardia FBPA; Potency, µM (series often up to 59.6 µM), for the others: at the top dose activity, negative = inhibition, most hits filed as inhibitors; actives 0.71% (n = 290,000); AID 2451, 2010; also: potency is read from the fitted curve at half-maximal effect; % is scaled to controls: 0 for no effect and ±100 for the full control effect; nearly all actives have a fitted effect of over 55% in size
Target sequence (A8B2U2 whole entry, looked up): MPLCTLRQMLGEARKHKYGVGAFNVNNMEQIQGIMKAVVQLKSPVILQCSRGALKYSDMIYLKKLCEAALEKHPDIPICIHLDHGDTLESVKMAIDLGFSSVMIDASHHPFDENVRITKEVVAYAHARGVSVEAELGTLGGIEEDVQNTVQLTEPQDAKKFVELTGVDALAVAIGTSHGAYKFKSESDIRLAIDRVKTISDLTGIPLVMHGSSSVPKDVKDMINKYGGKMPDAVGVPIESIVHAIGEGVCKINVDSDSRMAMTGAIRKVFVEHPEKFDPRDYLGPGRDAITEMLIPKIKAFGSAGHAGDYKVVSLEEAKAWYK
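40 nM FBPA preincubated 10 min at RT with compound (up to 57.5 uM final), then substrate plus GAPDH/TPI/NAD/arsenate coupling and diaphorase/resazurin added. Fluorescence read after 20 min at RT, 525/598 nm.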
Shiga inhibitor = A qHTS for Small Molecule Inhibitors of Shiga Toxin | Vero cells, Shiga toxin protein synthesis inhibition reporter | inhibition, % at 38.7 µM | actives 9.2% (n = 290,000) | AID 2315, 2010; in the data active = inhibition mostly above about 28%, no sharp cut-off; inactive = mostly below about 43%; also: 0% is about no effect
AmpC inh detg = qHTS Inhibitors of AmpC Beta-Lactamase (assay with detergent); P00811; AmpC hydrolysis of nitrocefin, absorbance 480 nm, 0.01% Triton; Potency, µM (doses to about 114 µM), inactives show top-dose activity change, negative = inhibition, hits mostly inhibitors; actives 0.041% (n = 370,000); AID 485294, 2010;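 also: potency is read from the fitted curve at half-maximal effect; 0% = no-compound wells and -100% = no-enzyme wells; nearly all actives have a fitted effect of over 25% in size; some results filed as inactive show a strong effect at the top dose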
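20 mM phosphate pH 7.0 + 0.01% (detergent screen) or 0.0001% Triton X-100; 5.3 nM AmpC reagent; cpd preinc 15 min RT; nitrocefin (800 uM stock) to start; A480 q20 s × 4 min; Activity was normalised to no-enzyme and no-compound control wells.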
AMA1-RON2 inh = qHTS for Inhibitors of AMA1-RON; Towards Development of Antimalarial Drug Lead: Primary Screen; actives 0.2% (n = 360,000); AlphaScreen AMA1-biotinylated RON2 peptide binding; Potency, µM (top dose mostly 58.2 µM), inactives show at the highest dose activity change, negative = inhibition, actives largely listed as inhibitors;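 also: potency is read from the fitted curve at half-maximal effect; 0% = vehicle wells and -100% = peptide control; nearly all actives have a fitted effect of over 45% in size; some results filed as inactive show a strong effect at the top dose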
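AMA1 (3D7) with his tag at 25 nM final met compounds first, then biotinylated RON2 peptide at 25 nM; detection used donor plus acceptor beads, 10 µg/mL apiece, read by AlphaScreen after 30 min at room temperature.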
Starred values were filed as active, the others as inactive; ? = inconclusive; . = no result given; & = joins results of further samples; [ ] = dose if it differs, or a comment. Unless noted, calls follow the shape of the dose curve; as a rule, active = well fitted curve in the direction sought with a large enough effect; inconclusive = small, poorly fitted or top-dose-only effect, or another doubt; inactive = no such curve, though single readings can be large; an effect the other way counts as inactive or inconclusive. Rows are unselected; 16% or so of the library scored in one or more.

canonical_smiles,HCMV inh,AmpC no deterg,CHX counter,Giardia FBPA inh,Shiga inhibitor,AmpC inh detg,AMA1-RON2 inh
N#C/C(=C(/O)c1ccc([N+](=O)[O-])cc1)c1nnc2n1CCCCC2,-34,-20%,-5,-24%,-17,1%,18%
COc1ccc(/C(C)=N/OC/C(O)=C(\C#N)c2nc3ccccc3[nH]2)c(OC)c1,-19,14µM*,-1,-3%,-13,-12%,82%[activator]
COc1cc(C(=O)NC(=S)Nc2ccc([N+](=O)[O-])cc2C)cc(OC)c1OC,76,-20%,-2,?,-11,-9%,2%
CN(C)/C=C/C(=O)C(Cl)(Cl)Cl,-14,-36%,2,4%,-3,4%,-8%
Cc1nn(-c2ccccc2)c(N2CCCC2)c1/C=N/NC(=O)c1cc(-c2ccccc2)nc2ccccc12,9,16%,1,0%,6,4%,-2%
Cc1cc(C)nc(Sc2c(C)n[nH]c2C)n1,-4,-13%,-4,2%,1,?,3%
Cc1ccc(N2C(=O)CC(N3CCN(C4CCc5ccccc5C4)CC3)C2=O)cc1 (stereo unspecified),14,-5%,-2,-3%,13,1%,20%
Cc1ccc(N2C(=O)C(O)(C(F)(F)F)C3=C2CC(C)(C)CC3=O)cc1C (stereo unspecified),50,14%,0,13%,-3,-17%,1%
COc1ccc(-n2c(C)cc(C(=O)CN3CCC(C)CC3)c2C)cc1,-27,-10%,37*,0%,63,5%,0%
O=C(Cc1cnc2ncnn2c1)N1CCc2c([nH]c3ccccc23)C1c1ccccn1 (stereo unspecified),?,58%,4,-2%,-10,2%,0%
COC(=O)C1=C(c2c(C)noc2C)C[C@@H]2CC[C@H]1N2C(=O)NC1CCCCC1,2,-1%,.,.,.,-3%,-5%
O=C(CCCn1nnnc1CN1CCOCC1)N1CCC(c2ccccc2F)C1 (stereo unspecified),?,-1%,-2,-7%,12,?,0%
Cc1[nH]c(C)c(S(=O)(=O)N(Cc2ccccc2)C(C)C)c1C(=O)N1CCCC1,-36,45%,10,4%,-2,-10%,1%
Cn1c(=O)n(C)c2cc(C(=O)c3ccccc3)ccc21,122,2%,16,5%,29,?,-2%
CS(=O)(=O)c1ccc(Cl)c(C(=O)NCC2CCCCC2)c1,-5,1%,3,-6%,27,8%,-9%
CCCC(C(=O)NC(C)(C)CC)N(Cc1ccco1)C(=O)CNS(=O)(=O)c1ccccc1 (stereo unspecified),3,6%,-1,.,20,3%,10%
Cc1cnc(C(=O)N2CCCC(C(=O)c3ccc(Cl)cc3C)C2)cn1 (stereo unspecified),-16,10%,1,-1%,-3,?,0%
Cc1ccc(S(=O)(=O)N2CCN(C(=O)Cn3c(=O)oc4ccccc43)CC2)c(C)c1,?,-19%,.,.,.,-14%,-2%
CCOc1ccc(Nc2ccc([N+](=O)[O-])c3nonc23)cc1,21,-31%,33*,-3%,56*,3%,?
CC(C)(C)n1nnnc1C(c1cccnc1)N(Cc1ccccc1)Cc1cccs1 (stereo unspecified),-85*,85%[activator],0,.,-12,1%,-22%
CCC(C)(C)n1nnnc1C(c1cc2cc(C)cc(C)c2[nH]c1=O)N1CCN(C(=O)c2ccco2)CC1 (stereo unspecified),-11,36%,-2,0%,33,-1%,4%
CN1C(C(=O)Nc2ccc(OC(F)(F)F)cc2)=CC(c2ccc3c(c2)OCO3)=NS1(=O)=O,-36&13,-41%,-2,.,2,1%&22%,-5%
CCN1C(=O)C(=C2C=C(C)OC(C)=C2)C(=O)N(CC)C1=S,-11,-27%,-1,2%,-5,-1%,-7%
O=c1c2cc3c(nc2[nH]c(=S)n1-c1ccccc1)CCCC3,5,-26%,-3,1%,1,3%,38%[activator]

3 compounds picked at random from the list so far:
canonical_smiles,HCMV inh,AmpC no deterg,CHX counter,Giardia FBPA inh,Shiga inhibitor,AmpC inh detg,AMA1-RON2 inh
Cc1ccc(S(=O)(=O)N2CCN(C(=O)Cn3c(=O)oc4ccccc43)CC2)c(C)c1,?,-19%,.,.,.,-14%,-2%
CC(C)(C)n1nnnc1C(c1cccnc1)N(Cc1ccccc1)Cc1cccs1 (stereo unspecified),-85*,85%[activator],0,.,-12,1%,-22%
CCCC(C(=O)NC(C)(C)CC)N(Cc1ccco1)C(=O)CNS(=O)(=O)c1ccccc1 (stereo unspecified),3,6%,-1,.,20,3%,10%

Carrying on:
canonical_smiles,HCMV inh,AmpC no deterg,CHX counter,Giardia FBPA inh,Shiga inhibitor,AmpC inh detg,AMA1-RON2 inh
Cc1ccc(C(=O)NC(=S)NCc2cccnc2)cc1,-34,-4%[2.29 µM],19,2%,56*,-8%,0%
COc1ccccc1-c1n[nH]c(=S)n1-c1ccccc1,18,8%,20*,-13%,14,-12%,42%[activator]
CCn1c(/C=C/c2c(C)n(CC)c3ccccc23)nc2ccccc2c1=O,0,-7%,12,4%,13,-7%,12%
Cc1cc(NC(=O)COc2ccc3ccccc3c2Br)no1,9,-26%,.,.,.,.,-9%
N#C/C(=C\c1ccc2c(c1)OCCO2)C(=O)Nc1ccc(C(=O)O)cc1,36,-13%,78*,-14%,113*,-1%,-9%
CCOC(=O)c1c(-c2ccc(C)cc2)csc1NC(=O)c1ccc(N2C(=O)CCC2=O)cc1,-10,-28%,0,0%,-10,-15%,1%
N#C/C(=C\c1cn(Cc2ccccc2F)c2ccccc12)C(=O)NCc1ccco1,-6,-22%,8,1%,-2,-20%,0%
CC(=O)c1cc(C#N)c(N(C)Cc2ccccc2)nc1C,17,1%,18,-3%,1,6%,4%
COc1ccccc1CCNC(=O)C(=O)NCC1OCCN1S(=O)(=O)c1cc(F)ccc1F (stereo unspecified),5,-6%,-2,-7%,-2,-14%,-8%
O=C(Cn1ncn2nc(-c3ccccc3)cc2c1=O)NCc1ccccn1,2,-17%,-7,.,9,0%,-3%
COc1cc(C(=O)NNC(=O)CCOc2ccccc2)cc(OC)c1OC,-33,-23%,.,.,.,.,-11%
Cc1sc2ncnc(SCC(=O)NC3CCCC3)c2c1C,39,-3%,-2,9%,17,1%,-20%
CCC(CC)Nc1ccc(C(CC(N)=O)NC(=O)Cc2ccc(Br)cc2)cc1[N+](=O)[O-] (stereo unspecified),33,-16%,-2,0%,-4,0%,-4%
O=S(=O)(c1cccc(C(F)(F)F)c1)N1CCC(O)(c2cccnc2)CC1,-11,3%,-8,3%,-18,?,-7%
Cc1cc(NC(=O)CN2CCCCC2C)no1 (stereo unspecified),5,0%,-8,-26%,-21,0%,-23%
CC(=O)N(CN1C(=O)c2ccccc2C1=O)c1cccc(C)c1,51,-14%,-2,0%,12,-8%,16%
Cn1c(SCC(=O)NC2CCCCC2)nnc1-c1ccccn1,-4,9%,5,.,-33,1%,-13%
COc1cccc(N(C(=O)Cn2nnc(-c3cccs3)n2)C(C(=O)NC2CCCCC2)c2ccncc2)c1 (stereo unspecified),-17,6%,0,5%,19,-10%,11%
O=C(O)CCCC(=O)Nc1ccc(-n2ccc(C(F)(F)F)n2)cc1,-21,-12%,-2,8%,-10,3%,-6%
CCC(C)NC(=O)CCC(=O)NNc1nc2ccccc2c2nc(C)nn12 (stereo unspecified),-2&-14,-18%,0,0%,-8,24%&-13%,54%[activator]
Clc1ccc(-c2nnc(C3CCCCC3)o2)cc1,-35,-24%,15,20%,97,3%,0%
CCCCc1c(C)nc2cc(-c3ccco3)[nH]n2c1=O,21,-42%,34*,-2%,79*,?,0%
O=C(O)c1cc([N+](=O)[O-])ccc1N1CCC(Cc2ccccc2)CC1,-15,-13%,-5,15%,-3,3%,-2%
CCCOc1ccc(CNC(=O)Cc2cccs2)cc1,35,-18%,46*,12%,108*,-4%,-1%
Cc1cc(Nc2ccccc2C(=O)O)nc2nc3ccccc3c(=O)n12,92,-26%,-1,-1%,-14,1%,-3%
COc1ccc(S(=O)(=O)N2CCN(CC(=O)c3[nH]c(C)c(C(C)=O)c3C)CC2)cc1OC,-15,-8%,.,.,.,?,3%
CN(c1ccccc1C(N)=O)S(=O)(=O)c1ccccc1,-10,-19%,-3,-15%,13,-10%,29%
Cc1ccc(N2C(=O)NC(=O)/C(=C/c3cnn(-c4ccc(C)cc4)c3)C2=O)cc1,254,-10%,3,2%,22,-12%,-13%
C/C(=N/Oc1nc(C)cc(C)n1)c1ccc(F)cc1,38,-11%,21*,-13%,41,-14%,0%
COC1[C@@H](OC)C[C@H](C)[C@@H](OC)C2=CC(=O)C=C(NC(=O)/C(C)=C/C=C\[C@H](OC)[C@@H](OC(N)=O)/C(C)=C/[C@@H]1C)C2=O (stereo partly specified),.,.,-2,?,3,.,.
Cc1ccc(-n2nc(C)c3c(C)c(CCC(=O)O)c(C)nc32)cc1,33,-17%,-2,5%,18,-1%,5%
N#Cc1c(N2CCOCC2)nsc1-c1ccccc1,-25,-8%,40*,11%,75*,3%,5%
C=C1CSc2nc(=O)c3c(C)c(C)sc3n21,-23,-8%,-2,-1%,-4,-6%,-12%
CCOc1ccc(C(=O)NCC(=O)OCC(=O)Nc2nnc(-c3ccccc3)o2)cc1,-13,-29%,.,.,.,-2%,95%[activator]
O=C(CSc1nnc(CNC(=O)c2c(F)cccc2F)o1)Nc1ccc2c(c1)OCO2,-6,-9%,-1,-8%,-11,-7%,19%
CN1CCCN(C(=O)c2cc(=O)[nH]c3ccccc23)c2nc3ccccc3nc21,37,13%,-3,-5%,1,-2%,1%

A stretch taken from the entries so far, for reference:
canonical_smiles,HCMV inh,AmpC no deterg,CHX counter,Giardia FBPA inh,Shiga inhibitor,AmpC inh detg,AMA1-RON2 inh
O=C(CSc1nnc(CNC(=O)c2c(F)cccc2F)o1)Nc1ccc2c(c1)OCO2,-6,-9%,-1,-8%,-11,-7%,19%
CN1CCCN(C(=O)c2cc(=O)[nH]c3ccccc23)c2nc3ccccc3nc21,37,13%,-3,-5%,1,-2%,1%

(listing goes on)
canonical_smiles,HCMV inh,AmpC no deterg,CHX counter,Giardia FBPA inh,Shiga inhibitor,AmpC inh detg,AMA1-RON2 inh
O=[N+]([O-])c1cc(-c2ccc(/C=N/n3cnnc3)o2)ccc1Cl,?,-11%,-1,3%,-12,-5%,-4%
CCCCSc1nc2sc3c(c2c(=O)n1-c1ccc(C)cc1)CCN(C)C3,-13,108%[activator],3,-18%,-3,0%,-1%
Cc1cc(C)n(CCCN2C(=O)c3cccc4cccc(c34)C2=O)n1,?,48%,-3,-5%,23,3%,0%
CN1CCN(C2=C(Cl)C(=O)N(c3ccc(Cl)c(Cl)c3)C2=O)CC1,.,-40%,23*,5%,66,-8%,-21%
CCOc1ccc2oc(C(=O)N(CC)CC(=O)Nc3c(F)cccc3F)c(C)c2c1,-11,-7%,.,.,.,?,-4%
